GPR55 antagonists – GPR55 antagonists blocking LPI-driven arrestin recruitment, primary screen, imaging, U2OS, beta-arrestin-GFP, LPI agonist (AID 2013); U2OS GPR55 beta-arrestin-GFP translocation imaging, LPI antagonism; higher % means a stronger effect; inhibition, % at 10 µM; hits with a dose series show IC50 in µM; actives 0.13% (n = 290,000);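 active means spots per cell inhibited over 60%, with over 100 cells counted and total cytoplasm intensity under 500,000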;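 further: U2OS cells stably carrying GPR55 and arrestin-GFP stimulated by 5 µM LPI near EC80; imaged beta-arrestin-GFP aggregate spots per cell after agonist stimulation; plate controls were LPI-stimulated DMSO wells for no effect and DMSO wells without LPI for full effect; some results filed as inactive read as strong as hits; confirmed hits need IC50 under 10 µM and bright autofluorescent wells are also inconclusive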
NOD1 inhibition – inhibition of NOD1-driven NF-kB reporter – cell-based, luminescence, uHTS, primary screen (AID 1578); inhibition, % at 4 µM, or EC50 in µM where a hit was titrated; actives 1% (n = 290,000); NOD1-driven NF-kB luciferase reporter cells, luminescence; higher % means a stronger effect; in the data active means inhibition mostly above about 36%, no sharp cut-off; inactive means mostly below about 34%;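 further: HEK-293T reporter cells stimulated with the NOD1 agonist gamma-tri-DAP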
KOR beta-arrestin-1 – KOR antagonists, beta-arrestin recruitment, cell-based, luminescence, uHTS (AID 1778) | KOR beta-arrestin recruitment, luminescence, antagonist mode; higher % means a stronger effect | one-dose inhibition, % at 10 µM; IC50 in µM for titrated hits | actives 0.091% (n = 290,000); in the data active means inhibition above about 50%; further: strong numbers were not always called active
NTR1 ag – NTR1-driven beta-arrestin-GFP spot formation – imaging, U2OS cells, high content, primary screen (AID 493036); P30989; agonist mode; activation, % at 20 µM; actives 0.17% (n = 330,000);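 active means activation at or above 40% of the spot to cytoplasm intensity ratio, with at least 20 cells analyzed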;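 further: 0% = DMSO without peptide and 100% = 100 nM NTR1 peptide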
Target sequence (P30989 whole entry, looked up): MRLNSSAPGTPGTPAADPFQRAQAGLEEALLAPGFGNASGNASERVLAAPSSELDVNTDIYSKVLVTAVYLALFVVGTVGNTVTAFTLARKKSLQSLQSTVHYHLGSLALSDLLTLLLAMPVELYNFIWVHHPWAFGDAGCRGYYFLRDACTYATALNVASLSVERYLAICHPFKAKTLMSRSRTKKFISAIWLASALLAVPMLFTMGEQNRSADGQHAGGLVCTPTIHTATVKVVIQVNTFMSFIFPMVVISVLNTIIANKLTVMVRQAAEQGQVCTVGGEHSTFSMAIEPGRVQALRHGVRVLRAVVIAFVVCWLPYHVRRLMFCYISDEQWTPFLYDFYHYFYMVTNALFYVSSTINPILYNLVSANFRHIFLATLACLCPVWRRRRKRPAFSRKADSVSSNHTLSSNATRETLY
Rac1 GTP hydrolysis – MgcRacGAP GTPase-activating activity inhibitors, confirmation, biochemical, ADP Hunter fluorescence; MgcRacGAP-stimulated Rac1 GTP hydrolysis, ADP Hunter fluorescence; higher % means a stronger effect; GST-tagged Rac1 F28L mutant substrate; one-dose inhibition, % at 30 µM; IC50 in µM for titrated hits; actives 0.6% (n = 340,000); AID 624330;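 active means first-screen hits whose inhibition reached a set limit at any dose in the follow-up dose series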;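 further: fluorescence reports GDP produced by GAP-driven GTP hydrolysis; strong numbers were not always called active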
GPR35 arrestin U2OS – inhibition of zaprinast-stimulated GPR35 beta-arrestin translocation – imaging, U2OS, beta-arrestin-GFP, zaprinast agonist, primary screen (AID 2058) | U2OS GPR35 beta-arrestin-GFP translocation imaging, zaprinast antagonism; higher % means a stronger effect | actives 0.052% (n = 290,000) | inhibition, % at 10 µM, or IC50 in µM where a hit was titrated;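 active means inhibition of at least 50% with at least 30 cells and total cytoplasm GFP at most 10,000,000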
KOR beta-arrestin-2 – KOR agonists, beta-arrestin recruitment, primary screen, cell-based, luminescence, uHTS (AID 1777) | actives 0.02% (n = 280,000) | KOR beta-arrestin recruitment, luminescence; higher % means a stronger effect | activation, % at 10 µM, or EC50 in µM where a hit was titrated; in the data active means activation above about 50%, passing the limit was not always enough; further: a part of the inactive calls stands beside numbers as strong as those of hits
GPR55 beta-arrestin – selective activators of receptor GPR55 – imaging, U2OS cells, beta-arrestin-GFP redistribution, primary screen (AID 1961); U2OS GPR55 beta-arrestin-GFP redistribution imaging; higher % means a stronger effect; activation, % at 10 µM; hits with a dose series show EC50 in µM; actives 0.048% (n = 290,000);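 active means activation above 40% with more than 50 cells counted in the well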;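 further: U2OS osteosarcoma cells stably expressing GPR55 and beta-arrestin-GFP; plate controls were DMSO negative control for no effect and LPI positive control for full effect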
K1F lysis inhibition – inhibition of K1F phage lysis, E. coli UTI89, bacterial capsule biogenesis inhibitors, alamar blue (AID 488966) | E. coli UTI89 K1F phage lysis, alamar blue, 2 h; higher % means a stronger effect | one-dose inhibition, % at 100 µM; IC50 in µM for titrated hits | actives 0.02% (n = 340,000);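 active means phage lysis inhibition, versus mean bacterial control, above a set limit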;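 further: capsule biogenesis inhibitors block K1F phage lysis so surviving cells raise fluorescence; higher fluorescence means more inhibition of phage lysis; actives were called in the ten point dose series up to 300 µM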
NTR1 ag cell count 20 µM – further read-out of NTR1 ag, marked with its call; cell count; measured here: cell count, cytotoxicity flag
* hit, by the source's call; / = no result given; [ ] = remark or other dose. Some of the compounds tested, so the mix of outcomes need not match the whole.

SMILES	GPR55 antagonists	NOD1 inhibition	KOR beta-arrestin-1	NTR1 ag	NTR1 ag cell count 20 µM	Rac1 GTP hydrolysis	GPR35 arrestin U2OS	KOR beta-arrestin-2	GPR55 beta-arrestin	K1F lysis inhibition
CN1CCN(CCCNC(=O)c2ccc3c(=O)n(CCc4ccccc4)c(=O)[nH]c3c2)CC1	8%	-11%	-2%	2.4	51	5%	19%	-1.7%	0.2%	0.4%
CC(C)C(C(=O)Nc1ccncc1)c1ccc(Cl)cc1 (stereo not given)	9%	-6%	-37%	4.3	53	5%	7%	8.7%	0.6%	0.3%
Cc1ccc2[nH]c3c(=O)[nH]ncc3c2c1	6%	-10%	-11%	1.1	89	3%	-7%	-2.8%	-0.1%	0.2%
O=C(Cc1ccc(-c2ccccc2)cc1)NCc1cccnc1	-4%	-23%	-148%[20 µM]	-2.2	75	3%	-4%	/	-0.1%	0.0%
CCCN(Cc1nnc(-c2ccccc2Cl)o1)C(=O)c1cccc(S(=O)(=O)N2CCOCC2)c1	6%	3%	2%	0.1	53	2%	10%	5.1%	0.3%	1.5%[50 µM]
CN(C(=O)c1ccc(NC(=O)c2ccco2)cc1)c1ccccc1	11%	-38%	14%	-0.3	58	7%	-14%	-6.8%	-0.1%	-0.1%
CCSc1nc2c(c(=O)[nH]1)C(c1ccncc1)C(C(=O)OC)=C(C)N2 (stereo not given)	3%	-3%	-10%	-0.3	84	10%	5%	-0.7%	0.4%	-0.5%
CC(=O)Nc1ccc(S(=O)(=O)N2CCN(c3nc4ccccc4n3CC(C)C)CC2)cc1	-14%	0%	-48%[20 µM]	-0.4	47	7%	1%	2.1%	-0.2%	-1.4%
Cn1c(CCN2CCN(c3ccc(F)cc3)CC2)nc2cc(NC(=O)c3ccco3)ccc21	-5%	-12%	9%	-2.1	84	6%	21%	-3.5%	-0.1%	0.8%
COc1cccc(CNC(=O)C2CCN(S(=O)(=O)c3ccc(F)cc3)CC2)c1	6%	-23%	-1%	/	/	2%	0%	1.2%	0.3%	-0.1%
Cc1ccc(NC(=O)CCC(=O)NNC(=O)COc2cccc3ccccc23)c(C)c1	8%	4%	21%	0.3	53	-1%	-8%	-0.7%	-0.1%	-0.3%
CC12CC(NC(=O)N1c1cccc(C(=O)Nc3ncn[nH]3)c1)c1ccccc1O2 (stereo not given)	6%	-16%	9%	-1.6	53	6%	-13%	7.3%	-0.2%	-1.5%
CCCc1cc(Nc2cccc(OCC)c2)n2ncnc2n1	-21%	-6%	-12%	0.8	64	3%	-11%	0.5%	0.2%	3.1%
CC(=O)c1ccc(N(CC(=O)NC2CCCC2)C(=O)c2ccc(C)s2)cc1	-5%	29%	34%	-0.8	63	1%	6%	-3.5%	-0.2%	0.7%
CCOc1cc(/C=C2\CCn3c2nc2cc(Cl)ccc2c3=O)ccc1O	2%	-9%	-29%	4.1	53	15%	8%	0.2%	-0.4%	0.2%
CC1CC2c3cccc(C(=O)O)c3C(=O)N2c2ccc(Cl)cc21 (stereo not given)	7%	-35%	-3%	-0.8	56	4%	8%	3.2%	0.4%	0.2%
CC(C)(C)NC(=O)c1ccc(C(=O)NC(C)(C)C)cc1	5%	-3%	3%	-0.3	90	/	9%	0.1%	0.4%	/
Cc1cc(C)c2[nH]c(=O)c(=O)[nH]c2c1	8%	-19%	-10%	0.2	88	11%	-12%	2.4%	0.1%	0.2%
CC1(C)Oc2ccc3ccc(=O)oc3c2/C(=C/NCCO)C1=O	-29%	-4%	-17%	0.4	71	-9%	23%	4.5%	-0.1%	0.5%
CCOC(=O)c1c(NC(=O)c2cc(C(C)C)on2)sc(C(C)=O)c1C	-6%	15%	-29%	1.0	98	2%	11%	-4.4%	-0.1%	-0.9%

Look-ups from above:
Entry of Cc1cc(C)c2[nH]c(=O)c(=O)[nH]c2c1 in NTR1 ag cell count 20 µM: 88
Entry of CC1(C)Oc2ccc3ccc(=O)oc3c2/C(=C/NCCO)C1=O in K1F lysis inhibition: 0.5%

Remaining list, next part:
SMILES	GPR55 antagonists	NOD1 inhibition	KOR beta-arrestin-1	NTR1 ag	NTR1 ag cell count 20 µM	Rac1 GTP hydrolysis	GPR35 arrestin U2OS	KOR beta-arrestin-2	GPR55 beta-arrestin	K1F lysis inhibition
CCC(C)(C)C1CCC(=NNS(=O)(=O)c2ccc(C)c([N+](=O)[O-])c2)CC1 (stereo not given)	9%	-3%	14%	-0.6	65	3%	5%	-1.7%	1.2%	0.7%
Cc1ccc(-n2cc(-c3ccccc3)c3c(=O)[nH]cnc32)cc1	26%	-21%	29%	12	63	-12%	-2%	3.5%	0.1%	-0.6%
CCCCOc1ccc(S(N)(=O)=O)cc1	-6%	-26%	39%	-0.6	94	-3%	4%	-4.9%	0.5%	-0.8%
Cc1ccc2c(CSc3nncn3C)cc(=O)oc2c1C	11%	-43%	-3%	1.7	46	7%	-11%	-4.4%	-0.2%	0.2%
Cc1cc2cc(CN(Cc3ccco3)C(=O)C3CCCCC3)c(=O)[nH]c2cc1C	2%	-5%	16%	3.2	37	13%	-5%	-1.9%	-0.1%	0.7%
Cc1cccc(N2N=C(C(=O)O)CCC2=O)c1	-9%	-9%	17%	1.8	95	-6%	-6%	0.2%	0.5%	-0.1%[50 µM]
Cc1noc(/C=C/N(C)C)c1S(=O)(=O)N1CCCC(C(=O)NCc2ccc(Cl)cc2)C1 (stereo not given)	17%	1%	-6%	0.8	96	0%	24%	-3.0%	-0.1%	3.7%
CC(C)(C)c1ccc(-c2nnc(SCCC#N)n2C2CCCC2)cc1	-3%	-18%	-2%	7.1	84	7%	13%	-3.2%	-0.1%	-0.9%
COc1ccccc1N1CCN(/N=C/c2ccc(Cl)c([N+](=O)[O-])c2)CC1	9%	-45%	-6%	8.4	65	9%	25%	0.8%	-0.2%	0.1%
O=C(/C=C/c1ccco1)Nc1cccc(S(=O)(=O)N2CCOCC2)c1	16%	-27%	9%	1.2	51	12%	1%	-0.5%	0.6%	2.5%
Cc1cc(OCC(=O)C(C)(C)C)c2c(-c3ccccc3)cc(=O)oc2c1	14%	-11%	-4%	7.0	87	6%	-13%	-2.3%	-0.1%	0.2%
Nc1c(S(=O)(=O)c2ccccc2)c2nc3ccccc3nc2n1/N=C/c1ccco1	17%	-32%	0%	12	91	4%	7%	1.3%	-0.1%	1.0%
COc1cc(CNCCN(C)C)c(Br)cc1OC1CCCC1	-3%	-27%	3%	2.1	64	3%	-3%	-0.1%	0.9%	0.1%
Cc1cc2[nH]ncc2cc1NC(=S)NC(=O)c1ccccc1	-8%	22%	-19%	4.0	72	8%	5%	-3.2%	0.2%	0.0%
COC(=O)c1ccc(Cn2c(CN3CCOCC3)nc3ccccc3c2=O)o1	-3%	-2%	-24%	-1.3	80	4%	-1%	4.1%	0.4%	0.1%
Cc1ccc(NC(=O)CS(=O)CC(=O)N(CC(=O)NC2CCCC2)c2ccc3c(c2)OCCO3)cc1 (stereo not given)	-7%	-17%	-7%[20 µM]	0.2	66	-4%	13%	/	0.1%	0.8%
O=C(Nc1cccc2nsnc12)c1ccc(F)cc1	-28%	22%	-65%	2.0	32	4%	-1%	1.3%	0.0%	0.4%
CC(C)CSC1=NSC2=NC(=O)/C(=C\c3ccccc3)C(=N)N12	4%	-17%	13%	1.1	64	5%	6%	0.0%	0.1%	0.3%
O=C(N1CCCCCC1)N1CCN(C(=O)N2CCOCC2)CC1	0%	-14%	-5%	0.8	57	10%	-13%	-1.4%	-0.1%	2.8%
Cc1ccccc1C(=O)Nc1c(-c2cccs2)c(=O)c2ccccc2n1C	5%	1%	-8%	-0.4	55	5%	-3%	-4.8%	-0.1%	-0.7%
CC(C)NC(=S)N/N=C1\CCCc2ccccc21	3%	-43%	0%	2.4	55	4%	-4%	5.2%	-0.4%	-1.0%
COC(=O)CC1Nc2ccccc2SC1=O (stereo not given)	5%	-28%	-69%	-0.4	106	6%	-4%	1.3%	0.3%	-0.4%
O=C(NC1CCSc2ccccc21)c1ccc(F)cc1 (stereo not given)	15%	-25%	6%	0.3	65	-10%	8%	1.3%	0.0%	-0.5%[50 µM]
COc1cccc(-n2ccnc2SCC(=O)NCc2ccccc2)c1	21%	-6%	-33%	0.4	60	6%	-8%	-4.3%	0.0%	0.1%
CCCc1nnc(SCC(=O)N2C(C)CCCC2C)n1CC (stereo not given)	8%	-14%	-12%	0.9	37	5%	-2%	-0.6%	-1.0%	0.1%
CC(C)CCNC(=O)CCc1nnc2ccc(N3CCC(C)CC3)nn12	13%	3%	2%	-1.3	75	3%	-10%	-0.8%	0.0%	0.3%
Cc1cc(C)cc(NC(=O)C2CCCN2S(=O)(=O)c2ccc3c(c2)n(C)c(=O)c(=O)n3C)c1 (stereo not given)	7%	-16%	-8%[20 µM]	3.6	53	3%	-8%	-4.3%	0.5%	-1.5%
CCCCC(=O)NC(NC(=S)N1CCCCCC1)C(Cl)(Cl)Cl (stereo not given)	6%	9%	-28%	0.9	49	11%	-10%	3.2%	0.1%	2.7%
COc1ccccc1OCCNC(=O)Nc1ccc(Br)cc1	-2%	-46%	12%	1.5	71	5%	-13%	-3.1%	-0.1%	0.5%
COc1ccc(CC(=O)NCc2nnc(SCC(=O)Nc3nccs3)n2-c2ccccc2)cc1	5%	-15%	11%	-1.1	47	4%	-9%	0.0%	0.3%	-1.2%
Cc1ccccc1N=C1NC(=O)/C(=C/c2cccnc2)S1	-3%	-5%	4%	2.4	37	12%	1%	-3.0%	0.0%	-0.5%
Cc1ccc(S(=O)(=O)N2c3ccccc3OCC2c2ccccc2)cc1 (stereo not given)	3%	-19%	-8%	-2.0	97	8%	-4%	-3.2%	0.5%	0.5%
CC(c1ccccc1)N1C(=O)c2ccc(C(=O)NCc3ccco3)cc2C1=O (stereo not given)	-4%	-10%	8%	/	/	1%	-4%	-6.5%	-0.4%	0.6%
COc1ccc(N2CCN(CCN3C(=O)c4ccccc4C3=O)CC2)cc1	2%	-25%	6%	-0.7	52	8%	-6%	-0.4%	0.5%	0.5%
Cc1c(NC(=O)C(C)OC(=O)c2cccs2)c(=O)n(-c2ccccc2)n1C (stereo not given)	3%	-6%	/	0.7	101	0%	-19%	4.4%	-0.4%	0.1%
COc1ccc(C(=O)CSc2nc(-c3ccccn3)nc(C)c2Cl)cc1	5%	5%	3%	4.3	55	0%	2%	6.2%	0.0%	-0.9%
